ABCB6 inh 2: blocks the human ABCB6 transporter | Q9NP58 | hit rate 0.19% among 360,000 | K562-ABCB6 porphyrin accumulation, flow cytometry, 1 h; stronger effect = lower value | AID 602162 | fluorescence ratio to DMSO, % at 10 µM;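 active means fluorescence ratio to DMSO below 75%, the collection mean minus 3 SD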;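 further: signal is porphyrin accumulated inside mitochondria; 100% equals median channel fluorescence of DMSO control wells; lower ratio means ABCB6 inhibition with less porphyrin fluorescence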
hiPSC survival: increases survival of single human iPS cells | hiPSC single-cell survival, ATPlite luminescence; 100% = ROCK inhibitor wells, 0% = DMSO | survival enhancement, % at 20 µM | hit rate 0.044% among 360,000 | AID 602274; in the data active means survival enhancement above about 18%;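 further: cells exposed to compounds for 16 hours before the ATP read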
H9c2 protect: modulators protecting cardiomyocytes from myocardial damage. protection from H2O2 cell death, % at 20 µM. H9c2 cardiomyocytes, H2O2 injury protection, ATPLite, 2 h. hit rate 0.63% among 360,000;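 active means compounds giving at least 50% protection of heart cells from peroxide-induced death in the single-dose screen, raw or plate-pattern-corrected value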;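 further: 0% = DMSO wells with peroxide and 100% = DMSO wells without peroxide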
Granule exo inh: lytic granule exocytosis inhibition; TALL-104 LAMP-1 surface exposure, flow cytometry; cells stimulated with thapsigargin and PMA; inhibition, % at 10 µM; hit rate 0.66% among 360,000;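 active means inhibition above about 55%, limit read from the data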
ABHD5 PLIN5 PPI: inhibitors of human ABHD5-perilipin-5 interaction. Split G. princeps luciferase complementation, luminescence, 4 h. inhibition, % at 4 µM. Q00G26+Q8WTS1. AID 602281. hit rate 0.78% among 360,000;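 active means inhibition above the mean inhibition across every tested compound plus 3 SD, cut at about 22% in these data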;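 further: 0% = DMSO only wells and the 100% control is not disclosed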
MC4R ag barr: human MC4R agonism via beta-arrestin | P32245 | U2OS MC4R beta-arrestin complementation, luminescence; percent of melanotan II response, DMSO zero | activation, % at 8.9 µM | hit rate 0.98% among 360,000 | AID 540308;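 active means activation above a per-plate cutoff, the mean activation of sample wells on that plate plus 3 SD, cut at about 8% in these data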
Target sequence (P32245 whole entry, looked up): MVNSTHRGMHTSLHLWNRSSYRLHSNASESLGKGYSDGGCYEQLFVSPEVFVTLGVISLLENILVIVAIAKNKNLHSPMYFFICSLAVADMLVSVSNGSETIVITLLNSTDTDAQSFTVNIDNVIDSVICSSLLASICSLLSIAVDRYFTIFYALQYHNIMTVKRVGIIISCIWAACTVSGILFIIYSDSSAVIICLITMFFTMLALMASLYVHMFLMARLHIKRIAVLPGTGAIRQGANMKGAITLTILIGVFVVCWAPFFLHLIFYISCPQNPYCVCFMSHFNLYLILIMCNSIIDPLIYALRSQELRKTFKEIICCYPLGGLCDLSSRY
Glyco luc inh: blocks N-linked glycosylation in D54 reporter cells; D54 ERlucT glycosylation luciferase reporter, 24 h; percent of 100 nM tunicamycin response; reporter increase, % at 12.5 µM; hit rate 0.23% among 360,000; AID 588692;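 active means mean luciferase reporter signal, scaled so untreated is 0 and the glycosylation-blocking control 100, at or above a set limit in every replicate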;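 further: luciferase carries N-glycosylation sites so blocking glycosylation raises the light; 0% = median of neutral control wells and 100% = median of 100 nM tunicamycin wells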
HTR2A ag: mouse HTR2A agonism via beta-arrestin recruitment; hit rate 0.66% among 360,000; activation, % at 7.6 µM; AID 624169; CHO-K1 mHTR2A beta-arrestin complementation, luminescence; percent of 30 µM serotonin response;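 active means activation above a run cutoff, the mean activation of all tested compounds plus 3 SD, cut at about 14% in these data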;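 further: 0% = plate median of compound wells and 100% = 30 µM serotonin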
Target sequence (P35363 whole entry, looked up): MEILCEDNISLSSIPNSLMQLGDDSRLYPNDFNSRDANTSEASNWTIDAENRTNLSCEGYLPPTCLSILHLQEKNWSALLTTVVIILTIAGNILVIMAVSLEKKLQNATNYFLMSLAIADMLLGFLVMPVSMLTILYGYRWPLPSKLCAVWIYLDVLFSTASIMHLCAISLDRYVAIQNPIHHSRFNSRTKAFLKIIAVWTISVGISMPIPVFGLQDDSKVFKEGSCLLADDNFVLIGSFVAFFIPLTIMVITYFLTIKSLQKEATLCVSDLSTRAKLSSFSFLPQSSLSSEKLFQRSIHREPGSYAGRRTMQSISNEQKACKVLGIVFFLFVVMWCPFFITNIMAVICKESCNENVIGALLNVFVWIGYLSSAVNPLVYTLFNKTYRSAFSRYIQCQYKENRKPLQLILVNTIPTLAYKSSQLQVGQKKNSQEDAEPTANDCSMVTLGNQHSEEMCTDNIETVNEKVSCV
MC4R antag cAMP: blocks human MC4R cAMP signaling; MC4R-expressing cells, MTII-stimulated cAMP, LANCE TR-FRET; inhibition, % at 6.5 µM; hit rate 0.48% among 360,000; AID 540295;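 active means inhibition above its plate's cutoff, the mean of tested wells on that plate plus 3 SD, cut at about 29% in these data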;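 further: 0% = Melanotan II alone and 100% = Melanotan II plus saturating MCL0020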
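Assay system: human MC4R-expressing U2OS cells; reagent: Melanotan II stimulation of cells; dosing: 6.5 µM single dose; timing: compound 30 min, challenge 1 h, detection 1 h; signal: TR-FRET cAMP assay; replicates: one well per compound, no replicates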
aDG glyco up: alpha-DG glycosylation activation; hit rate 0.22% among 360,000; activation, % at 10 µM; Pro5-aDG cells, alpha-DG glycosylation AlphaScreen (IIH6); 0% Pro5, 100% B10-LARGE cell signal; AID 624168;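 active means activation of at least 8% versus controls, or a plate z-score of at least 8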;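 further: Pro5 are CHO cells carrying HIG-tagged alpha-DG that lacks glycosylation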
An asterisk follows results filed as active.

smiles	ABCB6 inh 2	hiPSC survival	H9c2 protect	Granule exo inh	ABHD5 PLIN5 PPI	MC4R ag barr	Glyco luc inh	HTR2A ag	MC4R antag cAMP	aDG glyco up
N#CC(C#N)=C1C=CC=CN1/C(=C\c1ccccc1)C(=O)c1cccs1	147	-2.5	-1	6	2	0.5	-1	5	18	-0.1
Cc1cnc(C(=O)OCC(=O)Nc2ccc(Br)cc2F)cn1	96	0.1	0	0	4	-2.4	-1	-1	8	0.0
O=C(Nc1ccc(OCC(F)(F)C(F)F)c(C(F)(F)F)c1)c1ccc(Cl)cc1	90	-0.6	-29	13	-23	5.0	-10	-3	10	0.8
Cc1c(C(=O)C(=O)N2CC=C(c3ccccc3)CC2)c2ccccc2n1C	110	-1.0	0	-3	3	-4.8	9	11	-20	0.3
CCN(CC)S(=O)(=O)c1ccc(Cl)c(C(=O)N2CCc3ccccc32)c1	105	5.1	-30	-2	6	0.0	-2	-2	-10	0.8
Cc1ccc(C)c(SCC(=O)NNC(=O)c2ccccc2)c1	94	-0.3	-2	-4	4	0.1	2	8	3	0.0
Cc1ccc(Cn2nnc3c(=O)[nH]c(C(=O)NCc4ccco4)nc32)cc1	100	6.3	1	0	-1	-0.1	1	-4	20	0.1
Cc1ccn2c(=O)nc(SCC(=O)Nc3cccc4ccccc34)nc2c1	100	-0.5	0	1	7	-1.1	-1	0	12	0.0

smiles	ABCB6 inh 2	hiPSC survival	H9c2 protect	Granule exo inh	ABHD5 PLIN5 PPI	MC4R ag barr	Glyco luc inh	HTR2A ag	MC4R antag cAMP	aDG glyco up
O=C(O)Cn1c(=O)c2c3c(sc2n(Cc2ccc(F)cc2)c1=O)CCCC3	99	-0.2	2	4	3	-1.4	2	1	-1	-0.1
Cc1ccc(C2NC(=S)NC3=C2C(=O)CCC3)cc1 (stereo not drawn)	101	-0.6	11	7	0	-2.6	-1	1	0	-0.1
CC(C)C[C@@H](CNC(=O)OC(C)(C)C)NC(=O)c1nc[nH]c1C(=O)N[C@@H](CC(C)C)C(=O)CNC[C@H](CC(C)C)NC(=O)c1nc[nH]c1C(=O)N[C@@H](Cc1c[nH]c2ccccc12)C(=O)OC(C)(C)C	93	-2.7	-2	-1	2	-0.1	-2	0	-1	0.1
CCS(=O)(=O)Nc1ccc(C(=O)c2ccccc2)cc1	102	-5.0	11	0	-1	1.8	-2	3	-2	-0.2
CSCC(=O)Nc1nc(-c2ccc3c(c2)OCCO3)cs1	93	2.5	3	-1	2	-1.1	-8	0	9	-0.2
COc1cccc2c1c(NC(=O)Nc1ccc(F)cc1F)nn2C	96	0.2	3	5	-1	-1.8	1	0	3	0.1
CC(=O)c1ccc(N2CCN(S(=O)(=O)c3ccc4c(c3)CCC(=O)N4)CC2)cc1	99	-2.6	-8	-17	9	-2.2	0	7	16	0.0
Cc1ccc2oc(C(=O)NCCCN3CCOCC3)c(C)c2c1	98	-0.5	3	-3	-8	-2.5	-4	-6	-4	-0.1

smiles	ABCB6 inh 2	hiPSC survival	H9c2 protect	Granule exo inh	ABHD5 PLIN5 PPI	MC4R ag barr	Glyco luc inh	HTR2A ag	MC4R antag cAMP	aDG glyco up
O=C(Nc1nnc(COc2ccccc2F)s1)Nc1ccccc1F	99	-0.5	-7	-12	-7	12*	1	7	16	0.0
Cc1cc2nnc(SC3CCOC3=O)n2c2ccccc12 (stereo not drawn)	100	1.0	-8	-1	-2	-1.4	2	2	-34	0.2
Clc1ccccc1CSC1=NCCCN1	96	1.7	-2	-3	0	-2.4	1	-7	-2	0.0
Oc1cccc(-c2csc(C(O)(c3ccccc3)C(F)(F)F)n2)c1 (stereo not drawn)	104	1.0	-8	-2	-6	0.0	-1	3	9	0.3
COc1ccc(C2=CSC(/N=C/c3ccc(F)cc3)=NN2)cc1	100	-1.4	-3	-11	-14	1.4	1	-3	18	-0.1
O=C(OC1CCOC1=O)C1CCN(S(=O)(=O)c2ccc(Cl)c(C(F)(F)F)c2)CC1 (stereo not drawn)	97	0.0	-7	15	4	-1.1	2	-1	51*	0.5
CS(=O)(=O)Nc1ccc(C(=O)Nc2ccccc2Cl)cc1	99	0.9	-1	0	-1	-0.1	-1	-4	-4	-0.1
Cc1cc(C)nc(N2CCC(C(=O)Nc3ccc(Oc4ccccc4)cc3)CC2)n1	99	-0.4	1	3	-3	-0.8	3	4	-6	0.0

smiles	ABCB6 inh 2	hiPSC survival	H9c2 protect	Granule exo inh	ABHD5 PLIN5 PPI	MC4R ag barr	Glyco luc inh	HTR2A ag	MC4R antag cAMP	aDG glyco up
CCOC(=O)N1CCC(N2C(=O)c3ccc(C(=O)NCc4ccc(F)cc4)cc3C2=O)CC1	100	-4.1	-7	5	-2	-0.1	-1	-5	-1	-0.2
Cc1ccccc1CC1SC(N=C(N)N)=NC1=O (stereo not drawn)	107	0.4	6	-5	-8	-0.3	1	6	3	-0.1
COc1ccccc1CCc1nnc(CCC(=O)NC(C)Cc2cccc(C)n2)o1 (stereo not drawn)	102	0.8	-2	2	0	-0.1	0	0	10	0.1
COc1cc2cc(C(c3nnnn3C3CCCC3)N(C)C3CCCCC3)c(=O)[nH]c2cc1OC (stereo not drawn)	99	0.0	5	-2	0	-1.1	0	-1	-5	-0.1
CC(C)(C)OC(=O)N1CCC(NC(=O)c2nc[nH]c2C(=O)N2CCN(c3ccccc3)CC2)CC1	96	-0.3	31	14	-4	0.9	3	-5	0	-0.2
CCOc1ccc(S(=O)(=O)N2CCN(S(=O)(=O)c3ccc(C)c(C)c3)CC2)cc1	97	-0.6	-3	-8	-1	0.4	-2	11	2	-0.2
O=C(NCc1ccccc1)c1cc(C2CCCN(S(=O)(=O)c3cccs3)C2)on1 (stereo not drawn)	92	-0.1	-4	-4	-8	-1.1	-3	-1	0	0.2
CC1=C(C(=O)N2CCOCC2)CC(CC(=O)NC2CCCCC2)C(=O)N1Cc1ccc(F)cc1 (stereo not drawn)	101	-2.3	29	1	0	-1.3	0	0	8	2.7

smiles	ABCB6 inh 2	hiPSC survival	H9c2 protect	Granule exo inh	ABHD5 PLIN5 PPI	MC4R ag barr	Glyco luc inh	HTR2A ag	MC4R antag cAMP	aDG glyco up
COC(=O)c1ccc(NC(=S)N(Cc2cccnc2)Cc2ccco2)cc1	100	4.3	-3	-2	-2	-1.3	1	-4	8	1.2
CCOc1ccc(S(=O)(=O)N(C)CC(=O)N2CCN(CC)CC2)cc1	97	-0.5	16	-8	4	-1.0	0	1	5	0.0
COC(=O)c1ccc(CSc2nnc3nc(C)cc(C)n23)cc1	102	0.6	-7	3	-4	-2.4	3	7	-4	0.7
CCOc1ccc(-c2nc(C#N)c(N3CCCCCC3)o2)cc1	101	1.8	-6	-3	-7	-1.4	1	-3	-4	-0.3
COc1ccc(Cl)cc1C(=O)Nc1cccnc1Cl	93	0.0	-7	12	9	0.6	3	9	14	-0.1
CC(C)NC(=O)c1ccc(Sc2ccccc2)c([N+](=O)[O-])c1	101	-1.4	-4	0	2	-0.8	-4	-3	-3	-0.2
N#Cc1nc(-c2ccccc2F)oc1NCCN1CCOCC1	97	-0.2	16	-1	6	-0.5	-1	0	2	0.0
O=C(N/N=C\c1ccc(CN(Cc2ccc(Cl)cc2)S(=O)(=O)c2ccccc2)o1)C(=O)Nc1ccc(F)cc1	83	0.4	-9	-1	-3	-0.3	2	0	12	0.3

smiles	ABCB6 inh 2	hiPSC survival	H9c2 protect	Granule exo inh	ABHD5 PLIN5 PPI	MC4R ag barr	Glyco luc inh	HTR2A ag	MC4R antag cAMP	aDG glyco up
O=C(CSc1ccc(Cl)cc1)NNC(=O)c1ccncc1	103	-0.4	-1	8	-10	-4.4	-1	0	2	-0.4
CCCCN(C)C(=O)Cn1cnc2sc(C)cc2c1=O	98	2.2	17	2	-1	-1.8	-1	2	3	0.1
Cc1cccc(N2C(=O)NC3(CCCCC3)C2=O)c1	100	-0.4	2	4	4	-0.6	-1	0	12	0.3
Cn1cccc1C1CCCN1CC(=O)Nc1ccc(C(N)=O)cc1 (stereo not drawn)	86	-0.2	6	4	-5	-2.5	4	-5	3	-0.2
N#Cc1ccc(N2Cc3ccccc3C2=NC(=O)c2cccnc2Cl)cc1	90	-0.5	8	12	10	1.3	-1	3	-9	0.0
Cc1ccc(C)c(OCc2cc(C(=O)NC(C)c3cnn(C)c3)no2)c1 (stereo not drawn)	98	-0.2	-4	0	-1	-2.6	2	-4	0	0.3
Cc1nc(NC(=O)CC(C)C)sc1-c1csc(Nc2ccc(Cl)cc2)n1	98	-2.0	-12	10	-9	1.6	0	0	14	0.4
COc1ccc(OCCCn2c(=O)oc3ccccc32)cc1	98	0.5	1	-2	-2	0.2	-2	-4	-2	0.2

smiles	ABCB6 inh 2	hiPSC survival	H9c2 protect	Granule exo inh	ABHD5 PLIN5 PPI	MC4R ag barr	Glyco luc inh	HTR2A ag	MC4R antag cAMP	aDG glyco up
O=C(CSc1nc(C(F)(F)F)cc(=O)[nH]1)NCC1CCCO1 (stereo not drawn)	96	0.0	2	-1	-2	-2.2	2	1	0	0.0
CC(=O)c1cccc(CN2CCN(C3CCCC3)C(CCO)C2)c1 (stereo not drawn)	100	-0.2	4	7	3	-0.3	2	-7	29*	0.0
CCOC(=O)c1cnc2ccccc2c1NCc1ccco1	97	-0.5	-1	18	4	-1.4	0	-3	9	0.2
COC(=O)/C(=C/Nc1cccc2ccccc12)[N+](=O)[O-]	97	-1.7	6	5	2	0.0	6	-1	0	-0.1
CC(C)C(=O)N1CCN(c2ccc(NC(=O)c3cccs3)cc2Cl)CC1	98	-0.5	0	9	4	-1.8	-1	0	14	0.9
C[C@H](NC(=O)c1nc[nH]c1C(=O)N[C@@H](C)C(=O)OC(C)(C)C)C(=O)OCc1ccccc1	95	-1.2	-2	-2	-4	2.6	4	-2	0	0.4
COCc1nc2c([nH]1)c(=O)n(C)c(=O)n2CC(C)C	96	-0.3	6	9	-7	-0.5	5	-3	-1	0.2

Some of the entries so far, field by field:
O=C(CSc1nc(C(F)(F)F)cc(=O)[nH]1)NCC1CCCO1 (stereo not drawn)
  ABCB6 inh 2: 96	hiPSC survival: 0.0	H9c2 protect: 2	Granule exo inh: -1	ABHD5 PLIN5 PPI: -2	MC4R ag barr: -2.2	Glyco luc inh: 2	HTR2A ag: 1	MC4R antag cAMP: 0	aDG glyco up: 0.0
Cc1ccc(C2NC(=S)NC3=C2C(=O)CCC3)cc1 (stereo not drawn)
  ABCB6 inh 2: 101	hiPSC survival: -0.6	H9c2 protect: 11	Granule exo inh: 7	ABHD5 PLIN5 PPI: 0	MC4R ag barr: -2.6	Glyco luc inh: -1	HTR2A ag: 1	MC4R antag cAMP: 0	aDG glyco up: -0.1

Assay outcomes (PubChem)
